# From PubChem
# EP2 antag: EP2 receptor (human) inhibition | C6 glioma cells expressing human EP2, cAMP TR-FRET; cells stimulated with saturating PGE2 | inhibition, % at 25 µM | 260,000 tested, 0.52% active;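 active = percent inhibition above 40 after rounding to a whole number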;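 also: rat C6 glioma host cells with rolipram phosphodiesterase inhibitor present; the protocol text gives 20 µM as final concentration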
# Target sequence (P43116 whole entry, looked up): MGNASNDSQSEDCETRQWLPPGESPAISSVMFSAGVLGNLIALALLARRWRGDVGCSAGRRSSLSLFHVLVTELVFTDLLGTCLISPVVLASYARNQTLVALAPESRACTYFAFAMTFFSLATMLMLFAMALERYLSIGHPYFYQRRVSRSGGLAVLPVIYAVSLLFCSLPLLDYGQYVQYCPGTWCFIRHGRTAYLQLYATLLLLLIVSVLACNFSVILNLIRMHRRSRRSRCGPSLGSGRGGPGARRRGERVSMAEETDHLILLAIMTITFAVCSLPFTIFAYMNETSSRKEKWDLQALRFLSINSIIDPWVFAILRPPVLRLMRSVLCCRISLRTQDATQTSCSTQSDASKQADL
# FXIa inh: factor XIa (human) inhibition; 220,000 tested, 0.14% active; purified FXIa, Boc-Glu-Ala-Arg-AMC fluorogenic substrate; inhibition, % at 5 µM; P03951; AID 798;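 active = inhibition of at least 40%; inactive = inhibition below 40%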;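 also: fluorescence of freed AMC excited at 355 nm; 0% = enzyme without compound and 100% = no enzyme blank; many of its hits are not listed in these tables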
# PPC-1+TRAIL kill: PPC-1 cancer cell killing with TRAIL present | PPC-1 cells + TRAIL, ATPLite viability luminescence | 220,000 tested, 0.41% active | AID 1443 | cell killing (% activity), % at 4 µM;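 active = cell killing above 50% in the first pass at 4 µM, then a duplicate retest at 5 µM averaging 50% or more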;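 also: plate controls were cells with TRAIL plus DMSO for no effect and medium-only wells lacking cells for full effect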
# FXIIa inh 1536: inhibitors of human coagulation factor XIIa | P00748 | purified FXIIa, Boc-QGR-AMC fluorogenic substrate, 2 h | inhibition, % at 5 µM | 220,000 tested, 0.3% active | AID 800; in the data active = inhibition above about 40%;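 also: 0% = enzyme with no compound and 100% = blank without enzyme; many of its hits are not listed in these tables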
# CHOP inhibitor: blocks CHOP induction under ER stress; CHO-K1 CHOP-promoter luciferase, tunicamycin-induced, 15-18 h; inhibition, % at 10 µM; 220,000 tested, 3.8% active;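 active = compounds that reduced the stress-induced luciferase reporter signal by more than about 70% of percent inhibition, limit read from the data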;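 also: 0% = tunicamycin plus vehicle and 100% = wells without tunicamycin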
# L929 necroptosis: blocks zVAD induced death of L929 cells | L929 zVAD necroptosis rescue, ATP luminescence, 24 h; with zVAD 60 µM | viability rescue, % at 10 µM | 220,000 tested, 0.38% active | AID 1377;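 active = activation, scaled between plate controls, above about 75%, limit read from the data; inactive = activation under that limit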;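 also: 0% = zVAD with DMSO and 100% = DMSO alone without zVAD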
# TbHK1 inh: T. brucei hexokinase 1 inhibition; 220,000 tested, 0.11% active; recombinant TbHK1, G6PDH-coupled NADH A340; inhibition, % at 10 µM; AID 1430;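 active = inhibition of 50% or more in the single-dose primary screen; inactive = inhibition below 50%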
# Wee1 stabilizer: inhibitors of human Wee1 degradation | P30291 | 220,000 tested, 1.2% active | reporter increase, % at 5 µM | AID 1321 | HeLa Luc-Wee1K328M stability, luciferase luminescence; 100% = proteasome inhibitor MG132 effect;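 active = activation above the mean of all tested compounds plus 3 SD, set per screening run, cut at about 8.8% in these data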;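 also: cells exposed to compound for 20 h before luminescence read; 0% = DMSO alone and 100% = MG132 at 30 µM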
# Target sequence (P30291 whole entry K328M): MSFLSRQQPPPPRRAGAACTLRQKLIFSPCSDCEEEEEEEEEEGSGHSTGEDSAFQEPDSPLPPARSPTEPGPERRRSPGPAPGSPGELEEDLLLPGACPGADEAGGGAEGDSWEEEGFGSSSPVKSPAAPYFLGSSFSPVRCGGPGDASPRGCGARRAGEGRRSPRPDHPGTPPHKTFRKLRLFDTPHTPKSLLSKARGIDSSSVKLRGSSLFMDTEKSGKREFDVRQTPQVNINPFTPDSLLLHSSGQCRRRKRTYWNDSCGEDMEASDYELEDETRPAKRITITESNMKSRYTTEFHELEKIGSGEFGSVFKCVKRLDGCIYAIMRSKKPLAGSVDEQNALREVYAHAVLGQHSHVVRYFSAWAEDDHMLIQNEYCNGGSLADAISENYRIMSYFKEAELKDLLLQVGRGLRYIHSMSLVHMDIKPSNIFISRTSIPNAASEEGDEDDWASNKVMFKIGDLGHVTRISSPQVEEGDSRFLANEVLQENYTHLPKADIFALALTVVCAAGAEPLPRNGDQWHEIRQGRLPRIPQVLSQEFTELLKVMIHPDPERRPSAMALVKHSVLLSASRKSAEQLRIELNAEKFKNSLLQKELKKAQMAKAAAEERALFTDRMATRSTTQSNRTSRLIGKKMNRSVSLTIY
# TNF death inh: TNF-alpha cell death inhibition in Jurkat FADD-/- cells | Jurkat FADD-/- TNF necroptosis rescue, ATP luminescence, 24 h; 0 = TNF only, 100 = no-TNF cells | activation (protection from cell death), % at 10 µM | 220,000 tested, 0.068% active | AID 463075;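 active = activation, meaning protection from cell death, of at least 50% relative to plate controls; inactive = activation below 50%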;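 also: necroptosis triggered by 40 ng/mL TNF-alpha added together with compound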
# Numbers without * were called inactive; · = not tested or not shown; & = joins results of further samples; [ ] = remark or other dose.
SMILES,EP2 antag,FXIa inh,PPC-1+TRAIL kill,FXIIa inh 1536,CHOP inhibitor,L929 necroptosis,TbHK1 inh,Wee1 stabilizer,TNF death inh
Nc1nnc(-c2cn(-c3ccccc3)nc2-c2ccc(Cl)cc2)o1,8.8,0.5,11.2,10.2,-1.4,1.6,-7.6,-3.1,-0.5
CN(C(=O)COC(=O)c1ccccc1NC(=O)c1ccco1)C1CCS(=O)(=O)C1 (stereo not given),9.4,-9.6,8.1,2.1,7.3,2.5,-7.1,-3.3,1.1
O=C(COC(=O)c1cc(=O)[nH]c2ccccc12)NC1CCCCCCC1,6.9,-3.9,19.9,-0.9,9.2,3.7,-1.7,-1.8,-1.8
O=C(Nc1cccnc1)C1OCCc2ccccc21 (stereo not given),16.4,1.6,20.4,-1.2,39.2,0.6,3.5,1.5,-0.5
Cc1cccc(NC(=O)C2c3ccccc3Oc3ccccc32)n1,11.3,-3.4,8.4,3.2,17.2,-1.7,4.4,-1.9,1.3
O=C(c1ccccc1)c1cnc2ccc(Cl)cc2c1N1CCOCC1,7.9,1.3,0.9,10.6,7.4,0.5,-3.6,-0.5,-5.6
COc1ccc(CNCC(O)(c2ccc(F)cc2)c2ccc(F)cc2)cc1,5.8,-2.4,-10.6,7.3,54.8,1.6,1.7,3.5,3.1
COc1cc(C)nc(N(C)C(C)=O)n1,6.8,-0.7,10.5,11.2,36.4,·,-0.5,-3.1,1.3
CCCN(CC(=O)Nc1ccccc1Br)CC(=O)Nc1ccc(F)c(F)c1F,11.8,1.2,32.6,8.5,47.1,0.2,-2.2,-0.1,3.5
O=S(=O)(c1cccs1)N1CCN(Cc2ccccc2)CC1,9.9,1.1,-7.4,3.6,-6.6,-0.2,-9.2,0.8,-0.9
Cc1cc(=O)[nH]c(N=N/C(=N/Nc2ccc(O)cc2)c2ccccc2)n1,11.6,2.8,11.8[5 µM],13.4,49.9,0.6,-13.7,0.3,-18.0
Cc1cc(C(F)F)n2ncc(C(=O)NCc3ccc(F)cc3)c2n1,7.7,-4.9,4.1,1.2,-4.4,-0.1,-14.1,-1.8,1.8
CCOC(=O)c1sc2nc(C)nc(SCC(=O)N(C)C3CCS(=O)(=O)C3)c2c1C (stereo not given),5.1,-4.5,15.6,4.0,-1.4,3.0,-5.4,-1.6,1.5
Cc1cc(C(=O)NNC(=O)C2CCCC2)c(C)o1,4.3,-7.3,10.7,6.2,-8.3,0.5,-1.5,-1.4,2.2
Cc1ccc2nc(SCC(=O)NC(=O)NCc3ccco3)[nH]c2c1,7.7,4.2,5.5,2.0,19.7,2.8,0.9,0.7,-0.4
COc1cccc(C(=O)N2N=C(c3ccccn3)CC2(O)C(F)(F)F)c1 (stereo not given),2.4,-2.1,24.8,12.1,18.5,1.5,-6.2,-3.2,0.2
COc1ccccc1/C=C/C=N/n1c(-c2cc(C)[nH]n2)n[nH]c1=S,7.6,20.6,15.9,7.6,1.7,-0.6,-4.0,-2.9,-0.3
COc1ccc(Br)cc1CN(C)CC(=O)Nc1cc(Cl)cc(Cl)c1,4.7,6.4,2.8,8.1,47.0,0.1,0.2,-1.7,0.7
O=C(c1n[nH]c2ccccc12)N1CCN(c2ccc(F)cc2)CC1,5.3,-2.8,8.4,0.4,1.7,2.5,-0.3,-0.1,2.3
COc1cc(CNC(C)(C)C)ccc1OCC(=O)NC(C)(C)C,7.0,13.4,-10.7,9.2,42.2,1.4,-3.2,-2.4,0.0
CCOC(=O)c1c(N)sc(C(N)=O)c1C,11.9,-1.6,-11.8,11.9,22.1,2.3,-7.0,4.4,-0.6
N=C1S/C(=C\c2ccccc2)C(=O)N1c1ccc(F)cc1,8.8,7.8,10.4,1.1,-0.5,4.9,-17.1,-1.2,3.1
c1ccc(C2=Nc3cccc4cccc(c34)N2)cc1,7.3,0.4,9.2,7.5,12.8,2.6,-19.4,5.2,-9.6
Cc1nc2scc(-c3cccs3)c2c(=O)n1N,9.8,7.8,32.4,11.7,-0.6,1.0,27.4,-1.8,1.1
CCCCCCOC1(c2ccccc2)OC(=O)c2ccccc21 (stereo not given),·,-5.2,12.8,8.4,56.9,-0.1,6.9,4.2,-1.8
C=CCn1c(SCC(N)=O)nnc1-c1ccccc1O,9.7&8.2,19.4,2.7,14.6,-23.9,2.6,7.3,1.6,0.4
CCOC(=O)C1(C)NC(c2ccccc2F)C2C(=O)N(CC)C(=O)C21 (stereo not given),13.5,-9.4,-1.8,1.0,-13.7,3.3,3.8,5.0,0.1
C=C(Cl)COc1ccc2c(C)cc(=O)oc2c1,3.3,0.6,2.8,6.4,8.8,-0.2,-14.0,-3.5,-0.9
CCOc1nc(Nc2ccc([N+](=O)[O-])cc2)nc(NC(C)(C)C)n1,5.2,-0.8,19.7,6.8,69.4,2.8,3.5,-1.0,2.3
Cc1cc(OCC(=O)N[C@@H](Cc2ccccc2)c2nc3ccccc3[nH]2)ccc1Cl,5.2,-1.6,30.1,-4.6,72.0*,-0.3,-7.2,-0.6,2.4
CC(=O)SC1CC(=O)N(c2ccc(C(C)(C)C)cc2)C1=O (stereo not given),2.7,-3.5,-3.0,1.7,-2.0,1.3,-1.4,-2.8,6.0
O=C(C1CC(c2ccccc2O)=NO1)N1CCc2ccccc2C1 (stereo not given),8.6&8.3,9.0,14.3,12.0,13.6,-0.2,-4.0,-0.4,4.8
O=C(Nc1ccc(Cl)cc1C(=O)NCCN1CCOCC1)c1ccco1,8.4,-8.5,-21.8,-18.9,58.9,1.3,-2.1,-2.1,-0.6
Cc1nc2n(n1)C(c1ccccc1)C1=C(CC(c3ccco3)CC1=O)N2 (stereo not given),2.3,6.2,-7.5,17.8,12.8,-0.3,-9.7,-2.4,-3.0
COCCNC(=S)N/N=C(\C)c1ccc(O)cc1,18.0,4.6,10.1,12.8,-10.5,-1.0,-20.6,-0.7,-0.1
CC(=O)Nc1ccc(N2C(=O)CCC2=O)cc1C,15.1,-3.6,11.8,3.1,0.9,-0.9,22.7,-3.1,0.1
CC(/C=N/NC(=O)NC1CCCCC1)=C\c1ccccc1,4.5,10.2,9.0,15.2,85.8*,38.9,8.4,-0.9,1.6
Cc1ccc(NC(=O)CN(C)C(=O)CSc2nc(C)cs2)cc1,4.8,-2.9,-13.9,2.9,-0.1,0.6,-1.1,0.6,0.7
COc1ccccc1CN1CCNC(=O)C1CC(=O)NCCOc1cccnc1 (stereo not given),5.2,-0.7,-12.4,5.8,2.5,0.6,0.2,2.1,0.4
S=C(c1ccccc1)N(c1ccccc1)c1ccccc1,12.4,-0.9,31.2,-9.0,32.2,-0.3,4.3,1.3,-3.6
CCOC(=O)N1CCN(c2ccccc2O)CC1,7.2,2.2,-19.2,9.0,17.5,0.3,4.5,1.2,-0.9
CN1CCN(/N=C/c2nc(-c3ccc(Cl)cc3)n3ccccc23)CC1,11.0,2.4,5.9,13.7,27.3,0.1,-34.6,-1.0,2.7
CCSc1cc(N2CCCC2)nc(-c2ccccc2)n1,7.4,6.3,-1.4,15.1,-13.9,1.1,5.6,-1.5,0.0
O=C(CCc1ccccc1)Nc1ccc(NC(=O)C2CCCCC2)nc1,10.2&18.4,0.2,12.2,8.9,19.4,8.4,-0.9,1.5,3.3
CCOc1ccccc1C1C(C(=O)OC)=C(N)OC2=C1C(=O)CCC2 (stereo not given),11.9,-13.1,9.2,-16.9,8.7,0.8,-1.4,-0.9,0.5
COc1cccc(C2=CC(c3cccs3)n3nnnc3N2)c1 (stereo not given),3.8,8.6,-3.9,10.5,-31.3,-0.8,-13.8,0.9,-7.3
N#CCCn1cc(C=O)c(-c2cccs2)n1,3.4,-2.4,12.2,9.3,12.4,-0.5,-10.6,-0.6,-0.1
COCCNC(=O)c1c(CSc2ccc(F)cc2)noc1C(=O)NCc1ccccc1,14.0,-7.2,-1.9,8.5,50.1,-0.1,3.1,1.6,-0.9
Cn1c2ccccc2c2ncn(CCCN3CCOCC3)c(=O)c21,14.7,5.6,-12.5,12.8,20.5,0.1,-7.5,-2.0,-0.9
O=C(OCCN1CCCCC1)c1cc2ccccc2o1,7.9,0.6,8.1,11.6,33.9,-0.9,-3.4,0.3,-0.7
Cc1nc2cnccc2n1C,7.3,-7.2,9.9,·,5.7,2.0,-4.4,5.1,0.2
O=C(NCCCn1ccnc1)c1cc2c(ccc3ccccc32)o1,7.2,-3.2,15.0,2.5,9.7,7.6,-20.1,-1.3,-4.9
CCN1CCN(Cc2ccc(NC(=O)c3cc(NC(=O)N4CCNC4=O)cc(OC)c3)cc2C(F)(F)F)CC1,13.5,1.6,10.3,7.2,9.5,77.8*,6.4,·,-7.6
CSc1nc(N)n(-c2cc(C(F)(F)F)ccn2)n1,7.0,0.6,15.0,11.3,6.0,3.9,-5.5,2.6,1.2
Cc1cccc(OCC(=O)NNc2c3ccccc3nc3ccccc23)c1,16.7,1.3,16.4,-6.4,51.7,2.2,4.4,1.1,-13.9
O=C(c1ccccc1)c1ccc(-c2ccc(O)cc2)cc1,19.1,0.1,21.6,5.4,6.7,0.7,-15.5,8.0,-14.0
CC(C)CN(C(=O)CSc1nnc2c(Cl)cc(C(F)(F)F)cn12)C1CCS(=O)(=O)C1 (stereo not given),5.8,3.0,5.9,8.7,-1.1,-0.3,-1.3,-1.1,-0.3
O=C(NC1c2ccccc2-c2ccccc21)N1CCCCC1,8.5,-5.1,-3.6,8.2,41.3,0.0,5.1,0.3,-2.1
CCn1c(SCc2ccc(C(=O)Nc3cc(C)cc(C)c3)cc2)nnc1-c1ccncc1,11.3,3.6,18.8,15.3,-1.5,0.5,2.7,0.7,-3.1
CCCCCCNS(=O)(=O)c1ccc(Cl)s1,6.3,5.5,13.6,8.6,87.3*,0.3,7.9,5.7,0.9
# (more compounds)
SMILES,EP2 antag,FXIa inh,PPC-1+TRAIL kill,FXIIa inh 1536,CHOP inhibitor,L929 necroptosis,TbHK1 inh,Wee1 stabilizer,TNF death inh
Cc1ccc2nc(SCC(=O)Nc3ccc4c(c3)OCCO4)[nH]c2c1,7.6,2.3,-13.7,-11.6,-13.1,0.0,-6.8,2.3,1.4
Cc1cc(C)nc(SC(C)C(=O)O)n1 (stereo not given),7.3,-3.2,18.8,2.2,-3.5,1.2,-3.3,-1.9,0.8
CCCCn1c(CCC(=O)O)nc2cc(S(=O)(=O)N(C)C)ccc21,-0.4,-1.9,7.2,4.4,15.0,2.4,-2.8,-2.4,0.6
O=C(CCCN1C(=O)c2ccccc2C1=O)Nc1c2c(nc3c1CCC3)CCC2,7.9,6.3,24.3,17.5,12.8,0.9,-8.2,-1.5,-0.6
Cc1cccc(C(=O)N/N=C/c2ccc(OC3CSC3)cc2)c1,7.8,-7.8,-3.0,9.8,16.5,0.3,1.1,-1.0,-3.3
O=C(Cn1nc([N+](=O)[O-])nc1Br)NC(c1ccccc1)c1ccccc1,1.6,21.6,16.0,23.1,-51.2,0.9,4.3,-2.7,2.9

# Some of the compounds tested; count on the stated rates, not on these rows.
